Screening data from PubChem BioAssay.
CHRM4 PAM = human M4 muscarinic receptor positive allosteric modulators, primary screen, CHO-K1 cells, Fluo-8 calcium fluorescence; Muscarinic acetylcholine receptor M4 (Homo sapiens), P08173; CHO-K1 hM4/Gqi5, ACh EC20; 0% = ACh EC20, 100% = maximal ACh; activation, % at 3 µM; 360,000 compounds, 0.4% hits; AID 624126, 2012;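 active means activation above its plate's cutoff, the mean activation of sample wells plus 3 SD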; further: some results filed as inactive read as strong as hits
GalR3 antag = GalR3 antagonists in HEK293 cells, primary screen, cell-based, fluorescence readout | Galanin receptor type 3 (Homo sapiens), O60755 | HEK293 GalR3-CNG cAMP membrane potential fluorescence; galR3 body fused to GalR1 C-terminus | inhibition, % at 3 µM | 360,000 compounds, 0.44% hits | AID 651719, 2012;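 active means inhibition above the screen-wide average plus 3 SD, cut at about 13% in these data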;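 further: forskolin and galanin both at EC90 stimulate the cells; cAMP rise reported by CNG channel membrane potential dye signal; 0% = forskolin plus galanin with DMSO and 100% = forskolin alone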
Target sequence (O60755 1-299 limits assumed): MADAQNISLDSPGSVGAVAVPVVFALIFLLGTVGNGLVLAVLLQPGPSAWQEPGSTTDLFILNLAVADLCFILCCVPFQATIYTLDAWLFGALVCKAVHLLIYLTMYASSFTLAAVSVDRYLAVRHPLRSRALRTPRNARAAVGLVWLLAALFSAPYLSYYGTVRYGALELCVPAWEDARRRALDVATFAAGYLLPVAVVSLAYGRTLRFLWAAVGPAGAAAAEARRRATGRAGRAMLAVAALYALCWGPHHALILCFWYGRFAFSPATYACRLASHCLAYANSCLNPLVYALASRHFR
CRFR2-BP antag = antagonists of CRF-BP/CRF-R2 complex, primary screen, cell-based, HEK293, calcium dye fluorescence, uHTS. CRF-induced calcium fluorescence. inhibition, % at 11.8 µM. 350,000 compounds, 0.59% hits. AID 588475, 2011;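 active means inhibition of the ligand-induced calcium signal above about 50% at the single tested concentration, limit read from the data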
p-CIP stab down = p/CIP-EGFP fusion destabilizers, primary screen, fluorescence, F442A cells | Q05BA5 | 16 h | decrease of EGFP signal, % at 10 µM | 290,000 compounds, 0.01% hits | AID 1984, 2009;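 active means EGFP signal decrease of at least 30% at 10 µM or well 3 SD below plate mean, unless failing retest; inactive means the rest, including hits failing retest or dose response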; further: some compounds called inactive have numbers as strong as hits; many of its hits are not listed in these tables
CRFBP-R2 agonist = agonists of CRF-BP/CRF-R2 complex, primary screen, cell-based, HEK293, calcium dye fluorescence, uHTS; activation, % at 13.2 µM; CRF-binding protein / CRF receptor 2 complex (human); calcium dye fluorescence (FLIPR); percent of saturating CRF peptide response; 350,000 compounds, 0.46% hits;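 active means activation of at least 50%, plus an integration ratio under a set limit after plate pattern correction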;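 further: plate controls were neutral control wells without compound for no effect and CRF at EC100 for full effect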
MEKK3 PB1 HTS = modulators of MEKK3-MEK5 PB1 binding, primary screen, biochemical, wildtype MEKK3, multiplex bead flow cytometry, Alexa488-MEK5; Mitogen-activated protein kinase kinase kinase 3 (Homo sapiens), Q99759; 290,000 compounds, 1.4% hits; bead-based flow cytometry, Alexa488-MEK5 binding to MEKK3; actives lie on both sides; 0 = blocked by unlabeled MEK5, 100 = vehicle; binding response (% of control), % at 10 µM;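 active means binding response more than 3 SD above or below the average of its plate-row segment, actives on both sides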;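 further: Alexa488 bead fluorescence after subtracting the streptavidin-only scavenger bead signal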
Target sequence (Q99759 whole entry, looked up): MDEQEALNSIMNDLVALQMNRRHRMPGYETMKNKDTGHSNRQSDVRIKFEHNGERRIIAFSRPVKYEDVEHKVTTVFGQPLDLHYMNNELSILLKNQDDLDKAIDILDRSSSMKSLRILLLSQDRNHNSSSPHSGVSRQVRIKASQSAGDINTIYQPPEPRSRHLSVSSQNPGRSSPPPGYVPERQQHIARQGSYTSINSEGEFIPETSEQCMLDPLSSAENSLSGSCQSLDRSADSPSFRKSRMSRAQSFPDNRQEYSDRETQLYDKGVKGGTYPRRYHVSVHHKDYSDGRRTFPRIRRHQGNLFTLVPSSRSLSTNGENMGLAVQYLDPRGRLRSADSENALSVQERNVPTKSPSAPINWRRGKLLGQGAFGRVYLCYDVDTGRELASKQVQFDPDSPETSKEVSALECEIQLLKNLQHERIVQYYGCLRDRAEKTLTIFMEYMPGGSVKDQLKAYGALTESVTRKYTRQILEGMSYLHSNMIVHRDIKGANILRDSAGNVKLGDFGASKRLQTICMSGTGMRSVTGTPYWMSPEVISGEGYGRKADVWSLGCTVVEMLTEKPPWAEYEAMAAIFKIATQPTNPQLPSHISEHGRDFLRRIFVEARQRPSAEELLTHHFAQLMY
IDE act = human IDE activators in live cells, primary screen, fluorescence polarization, HEK cells, FAbeta-B substrate; Insulin-degrading enzyme (Homo sapiens), P14735; FAbeta-B cleavage; 0% vehicle, 100% cell-free pure enzyme wells; activation, % at 5.96 µM; 340,000 compounds, 0.073% hits;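 active means activation above the mean of all tested compounds plus 3 SD, set per screening campaign, cut at about 17% in these data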
PHOSPHO1 block = PubChem AID 1565. recombinant PHOSPHO1, absorbance phosphatase assay. inhibition, % at 13.3 µM. 290,000 compounds, 1.1% hits; in the data active means inhibition above about 60%
IDE inh = human IDE inhibitors in live cells, primary screen, fluorescence polarization, HEK cells, FAbetaB substrate. 320,000 compounds, 0.41% hits. FAbetaB cleavage. Insulin-degrading enzyme (Homo sapiens), P14735. inhibition, % at 5.59 µM;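 active means percent inhibition above the average of all tested compounds plus 3 SD, set per screening campaign, cut at about 16% in these data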;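 further: IDE supplied by intact live HEK cells; FP after avidin binding of uncleaved biotin substrate so inhibition keeps polarization high; 0% = DMSO wells and 100% = 60 µM reference IDE inhibitor Ii1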
* marks the source's active call; other numbers are inactive results; . = not tested or not shown; [ ] = dose if it differs, or a comment.

#1 O=C(C(Cl)c1ccccc1)N1CCOCC1 (centres undefined)
#2 COc1ccc([N+](=O)[O-])cc1N(CC(=O)Nc1ccccc1C(=O)N1CCCC1)S(C)(=O)=O
#3 COc1ccc(CN2C(=O)c3cccnc3C2=O)cc1S(=O)(=O)N1CCOc2ccc(Cl)cc21
#4 C[C@@H]1CN([C@H](C)CO)C(=O)CCCn2nncc2CO[C@H]1CN(C)C(=O)c1ccc2ccn(C)c2c1
#5 CC(=O)C1=C(O)C(=O)N(Cc2cccnc2)C1c1ccc(C(C)C)cc1 (centres undefined)

assay / entry	1	2	3	4	5
CHRM4 PAM	5	0	-4	4	3
GalR3 antag	-7	0	2	-3	-8
CRFR2-BP antag	28	-15	-3	3	3
p-CIP stab down	-5	0	3	.	3
CRFBP-R2 agonist	-2.2	-0.5	0.2	-0.8	-1.0
MEKK3 PB1 HTS	99	104	100	.	94
IDE act	2	-1	5	.	2
PHOSPHO1 block	27	43	9	.	-3
IDE inh	-4	6	6	.	-9

#6 Cc1cc(S(=O)(=O)NC(C)C)ccc1OCC(=O)Nc1ccc2c(c1)OCCO2
#7 N/C(=N\OC(=O)c1ccc2c(c1)OCO2)c1cccnc1
#8 CCOC(=O)c1ccc(N2Cc3ccccc3C2=N)cc1
#9 Cn1c(=O)n(C/C=C/c2ccccc2)c(=O)c2c1nc1n2CCCN1c1ccc(F)cc1
#10 O=C(c1ccc(CS(=O)Cc2ccc(Cl)cc2)o1)N1CCN(c2ccccn2)CC1 (centres undefined)

assay / entry	6	7	8	9	10
CHRM4 PAM	-1	-3	-8	5	-6
GalR3 antag	-5	-5	-4	-6	0
CRFR2-BP antag	-16	0	-10	-9	1
p-CIP stab down	1	1	21	5	-3
CRFBP-R2 agonist	0.8	3.1	2.3	-0.5	-1.0
MEKK3 PB1 HTS	102	102	100	99	100
IDE act	-3	-2	-8	-4	-1
PHOSPHO1 block	29	16	6	3	18
IDE inh	0	-3	5	-5	6

Single records, from the list above.
Shown for Cc1cc(S(=O)(=O)NC(C)C)ccc1OCC(=O)Nc1ccc2c(c1)OCCO2 : CHRM4 PAM = -1; GalR3 antag = -5; CRFR2-BP antag = -16; p-CIP stab down = 1; CRFBP-R2 agonist = 0.8; MEKK3 PB1 HTS = 102; IDE act = -3; PHOSPHO1 block = 29; IDE inh = 0
Shown for CCOC(=O)c1ccc(N2Cc3ccccc3C2=N)cc1 : CHRM4 PAM = -8; GalR3 antag = -4; CRFR2-BP antag = -10; p-CIP stab down = 21; CRFBP-R2 agonist = 2.3; MEKK3 PB1 HTS = 100; IDE act = -8; PHOSPHO1 block = 6; IDE inh = 5

Next structures follow.
#11 COc1cc(Br)cc2cc(C(=O)NCC3CCCO3)c(=O)oc12 (centres undefined)
#12 C#CCOc1ccc2c(C)cc(=O)oc2c1
#13 COC(=O)C1CCN(C(=O)NC2CCCCC2)CC1
#14 CCN1CCN(CCNC(=O)c2ccc(CS(=O)(=O)c3ccccc3C)o2)CC1
#15 Cc1ccc(-c2nnc(Oc3ccc(NC(=O)c4ccccc4)cc3)c3ccccc23)cc1

assay / entry	11	12	13	14	15
CHRM4 PAM	3	0	0	-4	6
GalR3 antag	-3	12	-2	1	0
CRFR2-BP antag	18	11	10	15	23
p-CIP stab down	-9	10	4	-1	0
CRFBP-R2 agonist	-2.2	-0.2	-0.5	-1.1	0.4
MEKK3 PB1 HTS	102	103	.	93	116
IDE act	2	-2	10	3	-6
PHOSPHO1 block	-32	6	-18	23	-3
IDE inh	0	3	-1	5	5

#16 COC(=O)CSc1nnc(CNC(=O)c2cc(OC)c(OC)c(OC)c2)n1C
#17 Cc1cc(C)cc(NC(=O)C(OC(=O)c2cc[n+]([O-])cc2)c2ccccc2)c1 (centres undefined)
#18 CCOc1ccc(-c2cc(C(=O)NCCCN3CCN(CC)CC3)c3ccccc3n2)cc1
#19 CCOC(=O)C1CCN(c2c(NCCC(C)C)c(=O)c2=O)CC1
#20 Cc1nc2c(C(=O)NCc3ccccc3Cl)c[nH]n2c(=O)c1Cl

assay / entry	16	17	18	19	20
CHRM4 PAM	2	4	-7	-6	-3
GalR3 antag	-5	3	-2	-8	1
CRFR2-BP antag	3	-8	21	-6	17
p-CIP stab down	-14	.	-13	0	-3
CRFBP-R2 agonist	-1.9	-0.5	0.4	1.7	0.1
MEKK3 PB1 HTS	99	.	108	95	101
IDE act	5	2	-3	5	1
PHOSPHO1 block	4	.	3	6	14
IDE inh	4	2	7	-1	-8

#21 CCC(C)(C)n1nnnc1C(C(C)C)N(CCCO)Cc1cc2cc(C)ccc2[nH]c1=O (centres undefined)
#22 O=C(c1ccc(F)cc1)N(C(=O)c1ccc(F)cc1)c1ncccn1
#23 COc1ccc(NCC(=O)N/N=C/c2cc([N+](=O)[O-])ccc2N2CCCC2)cc1
#24 COc1cc(CNCc2ccc(C(=O)O)cc2)ccc1OCc1ccc(F)cc1
#25 Cc1cccc(OCCCN2CCOCC2)c1

assay / entry	21	22	23	24	25
CHRM4 PAM	1	-8	6	-1	-4
GalR3 antag	-4	-3	-9	-11	-3
CRFR2-BP antag	-7	-4	-5	-5	5
p-CIP stab down	-10	10	2	0	8
CRFBP-R2 agonist	2.9	-0.9	0.3	-1.8	-0.4
MEKK3 PB1 HTS	99	73	101	100	103
IDE act	-1	-5	.	2	0
PHOSPHO1 block	20	28	16	24	14
IDE inh	5	-4	-2	0	.

#26 CCOC(=O)CCSCC(=O)N1N=C(c2cccs2)CC1c1ccc(C)cc1 (centres undefined)
#27 Cn1c(N)c(C(=O)COC(=O)COc2ccccc2C#N)c(=O)n(C)c1=O
#28 O=C(C[n+]1cccc2ccccc21)c1ccc(NC(=O)c2ccccc2)cc1
#29 COc1ccccc1CNCc1cc(=O)oc2c(C)c(C)ccc12
#30 COc1cccc(NC(=O)C(OC(=O)c2cnc(C)cn2)c2ccccc2)c1 (centres undefined)

assay / entry	26	27	28	29	30
CHRM4 PAM	-1	0	5	1	5
GalR3 antag	-5	-6	-5	-13	2
CRFR2-BP antag	26	4	13	-6	-18
p-CIP stab down	-15	-2	-5	-17	.
CRFBP-R2 agonist	-3.4	0.6	-3.6	-0.8	-1.5
MEKK3 PB1 HTS	103	112	37*[inhibitor]	101	.
IDE act	1	-1	-4	2	0
PHOSPHO1 block	-2	24	22	23	.
IDE inh	0	3	4	4	-4

#31 CCCCNC(=O)CCC(=O)N1CCN(C(c2ccccc2)c2ccccc2)CC1
#32 Cn1ncc(N=Cc2c(O)ccc3ccccc23)c1C(=O)N1CCOCC1
#33 Cc1cc(=O)[nH]c(SCC(=O)N2c3ccccc3CC2C)n1 (centres undefined)
#34 Cc1c(C(=O)N2CCOCC2)[nH]c2c1C(=O)CC(c1ccc(Cl)cc1)C2 (centres undefined)
#35 Cc1cc(C)n(CC(C)NCc2c(C(=O)N3CCOCC3)nc3c(C)cccn23)n1 (centres undefined)

assay / entry	31	32	33	34	35
CHRM4 PAM	-7	-2	-4	3	-6
GalR3 antag	-7	-1	-5	-3	3
CRFR2-BP antag	7	19	-3	-2	5
p-CIP stab down	-5	.	3	-2	-1
CRFBP-R2 agonist	-3.7	5.6	-1.1	-1.4	1.6
MEKK3 PB1 HTS	102	108	99	102	100
IDE act	-4	2	-1	8	8
PHOSPHO1 block	34	.	-18	18	-17
IDE inh	2	3	6	-2	7

#36 CCOC(=O)N1CCN(S(=O)(=O)c2ccc(C(=O)Nc3nnc(CSC)o3)cc2)CC1
#37 NNC(=O)CCn1c2ccccc2c2ccccc21
#38 O=C(CN(Cc1ccccc1Cl)C(=O)c1ccc(CN2CCOCC2)o1)NCC1CCCO1 (centres undefined)
#39 Cc1cc(C)nc(SCc2ccc(C(=O)N/N=C/c3ccncc3)cc2)n1
#40 Cc1cccc(NC(=O)CN2CCN(C(=O)c3cc(C4CC4)nn3-c3ccccc3)CC2)c1C

assay / entry	36	37	38	39	40
CHRM4 PAM	5	3	2	-4	12
GalR3 antag	-2	-6	-1	-2	-3
CRFR2-BP antag	12	1	-8	-16	-14
p-CIP stab down	0	-8	0	6	.
CRFBP-R2 agonist	-0.2	1.0	-0.5	-1.3	-0.1
MEKK3 PB1 HTS	101	99	100	96	.
IDE act	-1	1	-4	6	.
PHOSPHO1 block	-21	29	9	1	.
IDE inh	4	-5	4	-3	.

#41 CCC(CC)C(=O)Nc1nnc(S(=O)(=O)N2CCCCCC2)s1
#42 O=C(NC1CCOC1)c1cc(COc2cccc(C(F)(F)F)c2)on1 (centres undefined)
#43 COCc1nnc(NC(=O)c2cc(OC)c(OC)cc2[N+](=O)[O-])s1
#44 C=CCN(CC=C)Cc1nc(N)nc(Nc2ccccc2C)n1
#45 CN(C)c1ccc(/C=C(/NC(=O)c2ccccc2)C(=O)NCCN2CCOCC2)cc1

assay / entry	41	42	43	44	45
CHRM4 PAM	2	-3	4	0	-4
GalR3 antag	3	0	-2	-8	2
CRFR2-BP antag	-7	-15	8	-23	-9
p-CIP stab down	-8	-52	7	-11	3
CRFBP-R2 agonist	-0.2	-0.6	-5.2	-1.0	1.7
MEKK3 PB1 HTS	102	100	89	109	105
IDE act	4	-2	-3	6	-1
PHOSPHO1 block	-21	33	-11	13	17
IDE inh	2	6	5	-2	17*

#46 Cc1nnc(SC(C)C(=O)Nc2ccc3ccccc3c2)[nH]c1=O (centres undefined)
#47 COc1ccc(/C=N/Nc2cc(C)nc3c(C)cccc23)cc1
#48 Cc1c(C(=O)c2ccc(Cl)c(Cl)c2)cnc2cc3c(cc12)OCO3
#49 CN1C(=O)C(C)(C)c2cc(S(=O)(=O)NCC3CCC(C(=O)NCc4ccccc4)CC3)ccc21 (centres undefined)
#50 CCn1c(Cc2ccccc2)nnc1SCC(=O)Nc1nccs1
#51 O=S(=O)(c1cccs1)N1CCc2ccccc21

assay / entry	46	47	48	49	50	51
CHRM4 PAM	2	7	3	11	-19	0
GalR3 antag	10	-6	-3	3	2	-6
CRFR2-BP antag	-1	-8	-9	14	19	3
p-CIP stab down	-5	-4	-11	0	4	-12
CRFBP-R2 agonist	0.4	1.5	0.1	-0.3	-0.4	-0.1
MEKK3 PB1 HTS	100	116	87	100	98	103
IDE act	3	-3	3	-2	0	0
PHOSPHO1 block	19	45	-10	36	-53	18
IDE inh	4	5	0	10	0	6
